# Bioassay records as filed in PubChem.
# E-selectin induc: E-selectin induction on HUVECs. activation, % at 7.58 µM. 0.37% of 260,000 active. HUVEC E-selectin immunofluorescence imaging; normalized: neutral wells 0, TNF-alpha wells 100;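 active = mean E-selectin-positive cell signal at least 10% of the positive control, reached in at least 60% of replicates, without over 20% cell loss; inconclusive = no rule given, readout overlaps actives, possibly toxicity-flagged; inactive = the rest, including those meeting only one limit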;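 note: in these data hits start at about 27%; measured in HUVEC primary endothelial cells; signal is the percent of cells scored E-selectin positive by PE staining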
#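 Material: HUVEC primary endothelial cells; Amount: 3,000 cells per well; Dosing: single concentration; Medium: EGM-2 growth medium on 0.1% gelatin-coated wells; Read-out basis: percent E-selectin-positive cells; Signal: immunofluorescence imaging; Control set: TNF-alpha, DMSO.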
# RAD52 inh: RAD52 (human) annealing inhibition. P43351. recombinant RAD52 DNA annealing, FRET fluorescence. inhibition, % at 18.7 µM. 0.46% of 360,000 active. AID 651710;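 active = every replicate showing at least 50% inhibition; inconclusive = mean inhibition at least 50% but not in every replicate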
# S100A4 inh HTS: inhibitors of human S100A4 binding to myosin IIA peptide | P26447 | S100A4/TAMRA-MyoIIA peptide fluorescence polarization | inhibition, % at 10.7 µM | 0.14% of 360,000 active | AID 652163;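 active = mean inhibition of at least 70% across replicates, with every replicate also reaching that level; inconclusive = mean inhibition reaches 70% but some replicates fall short; inactive = mean inhibition below 70%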
# Target sequence (P26447 whole entry, looked up): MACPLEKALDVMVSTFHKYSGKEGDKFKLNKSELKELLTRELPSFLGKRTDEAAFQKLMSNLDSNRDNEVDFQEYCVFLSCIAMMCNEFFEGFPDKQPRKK
#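 Material: S100A4 monomer protein | Medium: HEPES pH 7.2 with CaCl2, KCl, NaCl, DTT, Triton | Reagent: Labelled myosin peptide probe, 5 nM | Doses: One dose per compound | Times: 5 min incubation before reading | Benchmarks: Neutral control DMSO, positive control TFP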
# ERAP1 inh: inhibitors of human ERAP1 aminopeptidase; Q9NZ08; recombinant ERAP1, Leu-AMC fluorescence, 60 min; inhibition, % at 10.7 µM; 0.15% of 340,000 active; AID 652197;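 active = mean replicate inhibition of at least 30%, or all replicates individually reaching that 30% level; inactive = mean below 30% and not every replicate reaching it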;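 note: 0% = neutral control wells and 100% = L-leucinethiol positive control wells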
# Target sequence (Q9NZ08 whole entry, looked up): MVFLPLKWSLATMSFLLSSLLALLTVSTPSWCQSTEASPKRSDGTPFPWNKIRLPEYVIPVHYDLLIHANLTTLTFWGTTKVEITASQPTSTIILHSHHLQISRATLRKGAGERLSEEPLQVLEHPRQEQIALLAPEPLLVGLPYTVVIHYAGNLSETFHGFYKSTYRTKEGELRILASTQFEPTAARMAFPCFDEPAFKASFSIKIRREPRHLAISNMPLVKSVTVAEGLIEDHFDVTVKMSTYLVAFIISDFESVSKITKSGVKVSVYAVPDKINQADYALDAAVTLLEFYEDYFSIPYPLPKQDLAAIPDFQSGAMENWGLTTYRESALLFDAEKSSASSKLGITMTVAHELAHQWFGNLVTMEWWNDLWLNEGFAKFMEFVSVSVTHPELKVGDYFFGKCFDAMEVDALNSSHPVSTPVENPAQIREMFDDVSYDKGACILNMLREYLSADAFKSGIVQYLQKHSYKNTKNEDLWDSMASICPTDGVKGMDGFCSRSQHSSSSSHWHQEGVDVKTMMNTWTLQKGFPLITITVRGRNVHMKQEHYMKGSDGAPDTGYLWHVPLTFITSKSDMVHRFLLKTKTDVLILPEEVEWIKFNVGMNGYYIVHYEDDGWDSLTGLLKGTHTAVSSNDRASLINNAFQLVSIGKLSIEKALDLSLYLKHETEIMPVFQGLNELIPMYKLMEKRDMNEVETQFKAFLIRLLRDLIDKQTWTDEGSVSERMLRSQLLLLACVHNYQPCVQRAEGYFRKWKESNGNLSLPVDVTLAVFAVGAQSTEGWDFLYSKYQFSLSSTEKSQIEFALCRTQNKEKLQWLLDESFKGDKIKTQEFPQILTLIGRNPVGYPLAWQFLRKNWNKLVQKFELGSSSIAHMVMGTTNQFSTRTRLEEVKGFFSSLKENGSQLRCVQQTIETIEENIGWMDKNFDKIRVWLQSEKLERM
# RAD54 inh: inhibitors of human RAD54 branch migration. Q92698. RAD54 Holliday junction branch migration, FAM/BHQ fluorescence. inhibition, % at 10.4 µM. 0.14% of 360,000 active. AID 602329;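 active = mean normalized replicate activity at least 40 and at least half of replicates scoring 40 or more; inconclusive = only one of the two criteria met; inactive = mean below 40 and under half of replicates reaching 40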;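 note: 0% = median of neutral control wells and 100% = median of positive control wells; inhibitors cause a drop in the FAM fluorescence signal; in these data hits start at about 50%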
# ERp5 inh: inhibitors of human ERp5; Q15084; ERp5 insulin aggregation, absorbance 650 nm, 90 min; inhibition, % at 9.99 µM; 0.05% of 350,000 active;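 active = mean replicate inhibition above about 25%, with every replicate also reaching it, limit read from the data, passing the limit was not always enough; inconclusive = only one of those two criteria met; inactive = neither criterion met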
# esBAF inh: SWI/SNF esBAF complex inhibition; mouse ES cells, Bmi1-luciferase knock-in reporter, 24 h; 100% = twice the neutral-well signal; 2% of 350,000 active; reporter increase, % at 12.5 µM; in the data active = activation above about 40%; inconclusive = no clear call, values can overlap the other calls;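 note: 0% = median of the plate's neutral control wells and 100% = double that signal; a rise in the Bmi1 reporter signal indicates esBAF inhibition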
# Xi reactivation: X-chromosome reactivation activator | XiGFP mouse fibroblasts, % GFP-positive cells imaging, 3 d; cells co-treated with 5-aza-dC sensitizer; scaled so ellipticine positive control = 100% | activation, % at 7.58 µM | 0.055% of 360,000 active | AID 743238;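 active = mean normalized replicate activation at least 10% and every replicate at or above 10%; inconclusive = only one of the two criteria met; inactive = mean below 10% and not all replicates reach 10%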;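 note: 0% = median of on-plate neutral control wells and 100% = ellipticine 6 µM median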
#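 Assay system: SV40-immortalized XiGFP fibroblast cells, line 68-5-11; buffer or medium: DMEM plus 5-aza-dC sensitizer; compound: one concentration, pinned; timing: compounds 3 days, fix/stain 15 min at room temperature; benchmarks: positive control ellipticine, 6 µM final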
# Starred values were filed as active, the others as inactive; u = inconclusive; x = not tested or not shown; & = joins results of further samples.
# The line under a structure holds: E-selectin induc	RAD52 inh	S100A4 inh HTS	ERAP1 inh	RAD54 inh	ERp5 inh	esBAF inh	Xi reactivation
> Cc1ccc(Cc2c(-c3cccc(Br)c3)nc3c(C)cc(Br)cn23)cc1
→ 0.0	-53.8	-4.2	-0.8	x	1.9	x	-0.1
> CC(C)C(=O)Nc1cccc(N2CCN(CCCN3C(=O)C4CCCCN4C3=O)CC2)c1 (stereo unspecified)
→ 0.1	11.7	-1.2	0.0	-17.2	5.2	0.8	0.0
> NS(=O)(=O)c1ccc(NC(=O)COC(=O)CCCN2C(=O)c3cccc4cccc(c34)C2=O)cc1
→ 0.2	-0.4	0.6	9.6	1.2	0.5	-3.0	0.5
> CCCCNC(=O)c1c(N)[nH]c(C(=O)c2ccccc2)c1-c1ccc(Cl)cc1
→ 4.0	-9.6	-6.2	x	x	-0.4	x	0.4
> COCCN(CC(=O)NC1CCCCC1)C(=O)CCCC(=O)Nc1ccccn1
→ x	-7.1	-3.6	-0.9	x	-1.2	x	0.5
> CC(NC(=O)C(=O)N1CCOCC1)C(c1cccs1)N1CCN(c2ccccc2)CC1 (stereo unspecified)
→ x	-10.9	-1.8	-0.1	10.2	-1.7	1.2	0.0
> O=C(Nc1ccc2c(c1)OCO2)Nc1ccc2c(c1)OCO2
→ x	-3.1	-13.3	-2.3	-4.5	5.4	x	-0.1
> O=C(c1ccc(Br)cc1)N1CCN(Cc2ccccc2)CC1
→ x	-18.2	-3.2	-1.6	4.3	3.1	1.5	0.2
> COc1cccc(CNC(=O)c2cc(S(=O)(=O)N3CCCC3)cn2C)c1
→ -1.1	-37.7	-4.3	-3.5	-16.2	1.0	3.3	u
> C=CCN1C=CC(=CC=C(C#N)C#N)C=C1
→ x	-328.7	0.0	15.5	-74.4	2.6	x	1.5
> C[C@H]1CCCCO[C@@H](CN(C)S(=O)(=O)c2cn(C)cn2)[C@@H](C)CN([C@@H](C)CO)C(=O)c2cc(NC(=O)Nc3ccccc3)ccc2O1
→ 0.8	9.7	-5.5	-14.4	4.2	-3.8	2.2	0.5
> O=C(Cc1cccc(C(F)(F)F)c1)N1CCCC1
→ x	-11.2	3.4	-0.9	-4.2	5.1	-1.6	-0.1
> O=C(NC1CCC1)[C@@H]1[C@@H](CO)[C@@H]2Cn3c(cccc3=O)[C@H]1N2CC1CCCCC1
→ 0.0	-0.7	-21.2	1.8	-6.3	-0.8	-0.1	0.1
> N#Cc1c(Nc2ccccc2)[n+]([O-])c2ccc(Cl)cc2[n+]1[O-]
→ 0.0	-22.8	-2.1	-1.6	x	-7.2	x	0.1
> CCc1ccc(C2CC(c3ccc(C)cc3)Nc3nc(N)nn32)cc1 (stereo unspecified)
→ x	-11.7	25.9	-2.2	9.1	4.3	3.5	0.0
> O=C(NN1CCOCC1)c1cccc(COc2cccc(Br)c2)c1
→ x	-2.9	7.1	6.5	x	7.9	x	0.0
> C[C@@H]1CN([C@@H](C)CO)S(=O)(=O)c2ccc(C3=CCCCC3)cc2O[C@@H]1CN(C)C(=O)C1CC1
→ 0.0	-0.3	-20.7	-0.4	-2.3	3.6	-13.1	-1.0
> Cc1ccc(NC(=O)O/N=C/c2cccc([N+](=O)[O-])c2)cc1
→ 4.2	-0.6	-6.0	-3.3	4.5	1.9	33.1	0.4
> C[C@H](CO)N1C[C@H](C)[C@@H](CN(C)S(=O)(=O)c2ccc(F)cc2)OCCCC[C@H](C)Oc2ccc(NC(=O)C3CCCCC3)cc2C1=O
→ -0.1	-13.7	-5.0	1.5	-1.5	2.7	4.0	0.5
> CS(=O)(=O)N1CCCCN2[C@@H](CO)[C@H](c3ccc(-c4cccc(C#N)c4)cc3)[C@@H]2C1
→ 0.5	-23.8	0.1	-0.1	-10.3	9.9	-0.1	0.1
> CC(C)Oc1ccc(S(=O)(=O)N2CCOCC2)cc1NC(=O)CN1C(=O)NC2(CCCC2)C1=O
→ x	-8.4	2.7	2.1	-9.0	1.8	-4.9	0.0
> Cc1cc(C(=O)NCc2ccc(S(N)(=O)=O)cc2)ccc1[N+](=O)[O-]
→ -0.2	x	x	x	-8.7	x	1.2	0.0
> CC(=O)c1ccc(N2CCN(C(=O)c3ccccc3SCC(=O)NCc3ccco3)CC2)c(F)c1
→ 1.6	-24.4	-8.8	-1.0	5.2	4.1	2.7	0.0
> Cc1nc(-c2ccccn2)sc1C(=O)O
→ x	-2.3	-5.5	4.3	x	0.8	11.3	0.0
> COc1ccc(S(=O)(=O)Nc2ccc3c(c2)C(=O)N([C@@H](C)CO)C[C@H](C)[C@H](CN(C)Cc2ccc(Oc4ccccc4)cc2)O3)cc1
→ -0.3	17.8	-14.6	-1.3	-3.6	5.4	4.4	0.2
> CCn1c(=O)n(CC)c2cc(N3CCCC3)c(NC(=O)c3ccccc3F)cc21
→ x	-11.6	2.4	-0.7	-6.5	9.6	-6.7	0.2
> COc1ccc(C#Cc2ccc([C@@H]3[C@@H](CO)N4C(=O)CN(C(=O)Nc5ccccc5F)C[C@H]34)cc2)cc1
→ -0.7	-18.4	-5.3	-2.8	x	-1.7	x	0.2
> CCOC(=O)N1CCN(C(=O)CSc2ccc(-c3cccc(OC)c3)nn2)CC1
→ -0.2	-21.2	-2.5	3.1	x	3.5	x	0.0
> N#Cc1ccccc1OCC(=O)N1CC(=O)Nc2ccccc21
→ -0.2	-15.5	0.0	2.4	-8.3	1.4	-6.9	-0.1
> C[C@H](CO)N1C[C@H](C)[C@@H](CN(C)Cc2ccc3c(c2)OCO3)Oc2c(NC(=O)c3ccncc3)cccc2C1=O
→ 0.0	9.0	6.3	-2.8	-2.9	5.3	1.0	-0.1
> O=C(C(=O)N1CCC(CNS(=O)(=O)c2ccc(F)c(F)c2)CC1)c1cc2ccccc2o1
→ 0.2	-25.6	22.9	4.5	x	-8.5	x	0.1
> CCCC#Cc1cnc2c(c1)C(=O)N([C@H](C)CO)C[C@H](C)[C@H](CN(C)C(=O)NCCC)O2
→ 0.2	0.0	-34.0	-3.2	3.2	-1.3	-3.8	-0.3
> CC(C)(O)C#Cc1ccc(CN2CCC(n3nccc3NC(=O)C3CC3)CC2)cc1
→ 1.2	-4.1	0.0	-1.7	9.3	-0.5	-0.7	0.0
> C[C@@H]1CCCCO[C@H](CN(C)C)[C@H](C)CN([C@@H](C)CO)C(=O)c2cc(NC(=O)Nc3ccc(C(F)(F)F)cc3)ccc2O1
→ -0.1&0.5	23.2&41.3&30.2	2.2&-5.6&0.2	0.8&3.8&-1.6	13.1&3.5&12.4	4.2&7.3&-9.2	7.2&-8.3&-4.9	-0.2&-0.1
> Cc1ccc2nc(-c3cccc(Cl)c3)c(Cc3ccsc3)n2c1
→ -3.2	-35.8	-7.3	x	x	5.4	x	0.2
> O=C(CCNC(=O)c1ccccc1Cl)Nc1ccc(S(=O)(=O)Nc2nccs2)cc1
→ -0.1	-45.3	-0.2	1.4	x	2.8	x	-0.1
> O=C(COc1ccc(Br)cc1)NCCCN1CCCC1=O
→ 0.4	-12.3	-0.1	-0.7	-0.2	2.8	4.8	-0.1
> COc1ccccc1CNC(=O)C[C@H]1CC[C@H]2[C@H](COc3ccc(NC(=O)Nc4ccc(F)c(F)c4)cc3C(=O)N2C)O1
→ 0.0	-10.3	-4.1	-1.4	0.2	-7.0	6.7	0.6
> OCc1ccccc1OCc1ccccc1
→ 0.2	-1.6	6.0	8.2	x	-8.2	x	0.0
> CC(C)(C)NCc1cc(Br)ccc1OC1CCCC1
→ 0.1	-0.8	8.1	-3.0	x	7.7	x	0.1
> O=C(Nc1ccc2[nH]ccc2c1)c1ccc(F)cc1
→ -0.2	-20.8	-13.5	8.7	-5.2	-5.3	-7.7	0.0
> COc1cccc(-c2csc(N3CCN(C(=S)Nc4ccccc4C)CC3)n2)c1
→ x	-24.4	-2.1	4.2	0.9	9.4	2.0	0.2
> O=C(CNC(=O)N1CC(=O)Nc2ccccc21)NCCc1c[nH]c2ccccc12
→ x	9.0	-3.1	-1.5	3.1	7.6	12.9	x
> Cc1occc1C(=O)Nc1sc2c(c1C(N)=O)CCC(C(C)(C)C)C2 (stereo unspecified)
→ x	2.7	-2.0	1.2	-7.0	-9.5	0.2	x
> N#Cc1c(-c2ccccc2)nc(-c2cccnc2)[nH]c1=O
→ x	2.6	3.8	1.6	-12.2	3.8	-8.6	0.0
> O=C(Nc1ccc2oc(-c3ccncc3)nc2c1)c1ccc([N+](=O)[O-])o1
→ x	-12.7	-3.2	2.6	15.9	-2.0	-14.0	0.2
> CCCN1C[C@H](C)[C@@H](OC)CN(C)C(=O)c2ccc(NC(=O)c3cccc(OC)c3)cc2OC[C@H]1C
→ 0.1	18.0	3.8	4.7	-9.3	3.6	-1.3	0.0
> C[C@H]1CN([C@@H](C)CO)C(=O)c2cc(C#Cc3cccc(F)c3)cnc2O[C@H]1CN(C)C(=O)C1CCCCC1
→ -0.1	-8.0	-4.2	-0.4	1.0	0.1	-10.9	-1.1
> COc1cccc(-c2cnc3c(c2)C(=O)N([C@H](C)CO)C[C@H](C)[C@H](CN(C)Cc2ccc(F)cc2)O3)c1
→ 0.2	3.8&11.6	16.7&5.1	-0.9&0.0	-6.7&3.6	-4.0&-1.2	-0.5&-1.8	-0.6
> CN1C(C(=O)NCc2cccc(C(F)(F)F)c2)CC2Cn3c(nc4cc5ccccc5cc43)C21 (stereo unspecified)
→ 0.0	-100.1	-7.1	-4.0	-5.2	-0.2	-1.4	0.0
> CC(=O)N1CCCCN2[C@H](C1)[C@H](c1ccc(-c3cccc(C(=O)N(C)C)c3)cc1)[C@@H]2CO
→ -0.1	9.5	18.0	-0.3	0.9	11.6	x	0.1
> C[C@@H]1CN([C@H](C)CO)C(=O)c2cccc(NC(=O)C3CC3)c2O[C@H]1CN(C)Cc1ccc(C(=O)O)cc1
→ 0.6	4.4	-4.4	-4.0	11.2	1.7	-14.8	0.2
> CC(C)NC(=O)N1C[C@@H]2[C@H](c3ccccc31)[C@H](CO)N2Cc1ccccc1
→ -0.4	-0.4	x	x	-0.5	-0.7	-6.0	0.0
> CC(C)CNC(=O)C1(C)CCCCCN1Cc1ccccc1-c1ccccc1 (stereo unspecified)
→ -0.8	-29.0	-1.0	0.2	-1.3	0.0	10.6	0.0
> C[C@H](CO)N1C[C@H](C)[C@@H](CN(C)C(=O)C2CCOCC2)Oc2ncc(-c3ccccc3F)cc2C1=O
→ -0.1	12.7	-2.7	1.2	0.7	-2.6	6.5	0.0
> COc1cccc(NC(=S)Nc2cccc3ccccc23)c1
→ 0.3	-5.8	-2.7	-1.1	2.7	1.7	55.4*	0.0
> COC(=O)CN1C(=S)N(C)C(=O)C1CC(=O)Nc1ccccc1 (stereo unspecified)
→ x	-14.0	6.9	-2.9	-2.1	-1.7	10.3	-0.1
> COc1ccc(NC(=O)CS(=O)c2ccccc2Cl)cc1 (stereo unspecified)
→ -0.3	-9.4	-4.3	1.5	8.9	-2.5	x	0.0
> COc1ccc(Cc2nnc(NS(=O)(=O)c3ccc([N+](=O)[O-])cc3)s2)cc1
→ x	-16.8	-3.7	-1.4	-5.7	-1.7	-0.8	0.3
